Mtb UGM inh – inhibitors of M. tuberculosis UDP-galactopyranose mutase | 320,000 compounds, 0.06% hits | inhibition, % at 10 µM | purified UGM, fluorescence polarization probe displacement; in the data active = inhibition above about 10%, passing the limit was not always enough; inconclusive = no clear call, values can overlap the other calls
Target sequence (P9WIQ1 whole entry, looked up): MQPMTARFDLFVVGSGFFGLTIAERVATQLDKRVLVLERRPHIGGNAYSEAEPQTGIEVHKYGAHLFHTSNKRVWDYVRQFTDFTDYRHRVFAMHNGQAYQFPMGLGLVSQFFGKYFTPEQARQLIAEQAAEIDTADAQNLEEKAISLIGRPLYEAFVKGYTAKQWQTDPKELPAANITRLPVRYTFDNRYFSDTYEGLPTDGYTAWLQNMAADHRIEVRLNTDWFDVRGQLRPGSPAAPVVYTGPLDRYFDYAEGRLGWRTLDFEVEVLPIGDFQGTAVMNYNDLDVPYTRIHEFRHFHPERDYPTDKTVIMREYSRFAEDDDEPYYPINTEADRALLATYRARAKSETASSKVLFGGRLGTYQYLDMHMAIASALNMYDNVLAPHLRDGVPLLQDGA
PrPC TRFRET – reduces human prion protein on the cell surface. 370,000 compounds, 0.43% hits. inhibition, % at 13.8 µM. cell surface PrPC, TR-FRET read-out. P04156. AID 720596; in the data active = inhibition above about 24%; note: 0% = median of the test wells and 100% = reference compound wells
Mtb BioA inh – inhibitors of Mycobacterium tuberculosis BioA enzyme; inhibition, % at 9.99 µM; AID 602481; 360,000 compounds, 0.096% hits; purified M. tuberculosis BioA enzyme, plate reader; in the data active = inhibition above about 40%; inconclusive = no clear call, values can overlap the other calls
FadD28 binding – inhibitors of Mycobacterium tuberculosis FadD28 bisubstrate binding | FadD28 bisubstrate probe binding, fluorescence polarization | inhibition, % at 12.5 µM | 360,000 compounds, 0.22% hits; in the data active = inhibition above about 8.5%, passing the limit was not always enough; inconclusive = no clear call, values can overlap the other calls
GDH-TPI inh – inhibits GDH-TPI coupling enzymes, artifact for Mtb FBA screen | GDH-TPI coupled enzyme counterscreen, NADH absorbance | inhibition, % at 4.8 µM | 360,000 compounds, 1.2% hits | AID 588335; in the data active = inhibition above about 30%;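 note: 0% = DMSO wells and 100% = wells lacking the enzyme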
BoNT-F LC inh – BoNT F light chain protease inhibition | Multiplex microsphere protease cleavage assay, flow cytometry | inhibition, % at 10 µM | 360,000 compounds, 0.22% hits; in the data active = inhibition above about 35%, passing the limit was not always enough; inconclusive = no clear call, values can overlap the other calls; note: plate controls were buffer without enzyme for full effect and enzyme alone for no effect
Rv3671c inh – inhibits the M. tuberculosis serine protease Rv3671c; 320,000 compounds, 0.048% hits; inhibition, % at 5.96 µM; P9WHR9; in the data active = inhibition above about 38%;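 note: extracellular domain of Rv3671c used as enzyme; 0% = enzyme with DMSO and 100% = no enzyme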
MazEF act – activators of E. coli MazEF toxin-antitoxin RNase | P0AE70 | FAM/BHQ RNA-DNA oligo cleavage fluorescence, 5 h | AID 504720 | 350,000 compounds, 0.32% hits | activation, % at 20 µM; in the data active = activation above about 50%
Target sequence (P0AE70 whole entry, looked up): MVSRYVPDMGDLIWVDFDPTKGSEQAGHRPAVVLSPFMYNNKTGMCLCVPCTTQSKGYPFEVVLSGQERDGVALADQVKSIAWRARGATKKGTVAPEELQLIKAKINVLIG
Mtb FBA inh – inhibits M. tuberculosis FBA enzyme; purified M. tuberculosis FBA, fluorescence read-out; inhibition, % at 1 µM; 360,000 compounds, 2.3% hits; P9WQA3; AID 588726; in the data active = inhibition above about 27%;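 note: 0% = vehicle and 100% = reference inhibitor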
Target sequence (P9WQA3 whole entry, looked up): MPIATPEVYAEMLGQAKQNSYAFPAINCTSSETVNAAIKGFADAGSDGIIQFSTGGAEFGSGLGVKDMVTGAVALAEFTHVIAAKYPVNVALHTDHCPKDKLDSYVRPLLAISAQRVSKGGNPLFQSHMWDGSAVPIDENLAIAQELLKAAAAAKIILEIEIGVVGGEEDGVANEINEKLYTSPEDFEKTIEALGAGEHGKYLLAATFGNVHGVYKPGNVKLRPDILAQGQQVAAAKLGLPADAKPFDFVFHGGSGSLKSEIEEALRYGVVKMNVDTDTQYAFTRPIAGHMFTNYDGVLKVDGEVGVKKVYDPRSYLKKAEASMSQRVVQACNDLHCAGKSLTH
* = called active by the depositor; u = inconclusive; x = not tested or not shown.

SMILES	Mtb UGM inh	PrPC TRFRET	Mtb BioA inh	FadD28 binding	GDH-TPI inh	BoNT-F LC inh	Rv3671c inh	MazEF act	Mtb FBA inh
CCn1cc(C(=O)NCCN(C)CCc2ccccc2)c(=O)c2cc(S(=O)(=O)N(C)C)ccc21	1.0	-8	2.9	-0.9	4	-3	3	-15	-1
O=C(CN1C2=NCCN2c2ccccc21)c1ccc(Br)s1	0.0	-5	-1.3	0.2	4	-7	-2	8	2
O=C(CN1C(=O)COc2ccccc21)NCc1ccccn1	-0.2	1	-1.1	-2.0	-7	-1	-5	10	1
C/C(CC(=O)Nc1cc(C)ccn1)=N\NC(=O)C(=O)NC(C)C	-0.1	-2	x	-0.6	6	1	-5	-1	8
O=C(O)c1ccccc1Nc1ccnc(C(F)(F)F)c1	3.5	5	15	-3.7	-5	1	4	-2	-1
CC(=O)N1CCCc2ccccc21	2.2	2	x	1.5	-4	13	5	6	1
C=Cn1cc(CNC[C@H]2O[C@@H](n3cnc4c(=O)[nH]c(N)nc43)[C@H](O)[C@@H]2O)c(C)n1	x	2	-1.4	-0.1	x	-7	x	x	0
Cc1nc(Cl)c2c(n1)NC1=C(O2)C(=O)CCC1	5.0	-5	x	-3.4	2	-6	-6	-305	-2
COC(=O)c1sc2ncccc2c1OCc1ccc(Cl)cc1Cl	1.7	-2	2.4	-1.3	-4	-1	-4	-18	3
O=C(O)c1cccc(Nc2nc(Nc3ccccc3)nc(N3CCCC3)n2)c1	1.9	-4	x	1.1	2	7	1	-6	9
COc1ccccc1-n1c(-c2ccccc2)c[nH]c1=S	x	0	x	0.4	-6	1	x	4	-1
COc1cccc(Nc2ccc([N+](=O)[O-])c3nonc23)c1	4.0	-14	1.2	-3.0	6	u	-2	20	-12
O=C(CSc1nnc(Cc2ccccc2)n1-c1cccc(Cl)c1)NNC(=O)Cc1ccccc1	-2.6	8	2.5	-2.2	2	-4	-6	3	3
CCc1nc(N[C@H](C(=O)O)C(C)C)c2oc3ccccc3c2n1	-0.9	-1	x	-5.0	8	-6	4	6	-2
COc1cc(OC)c(C2=NOC(C(=O)Nc3c(C)n(C)n(-c4ccccc4)c3=O)C2)cc1Cl (stereo not given)	-0.6	-2	x	u	-7	-3	-4	-4	-1
CCN(CC)C(=S)SCC(=O)Nc1ncc2c(n1)CC(C)(C)CC2=O	-3.6	-3	-1.6	-2.2	-4	-23	-10	0	3
CSCCC(NS(=O)(=O)c1ccc(C)cc1C)C(=O)Nc1cccnc1 (stereo not given)	-1.0	-6	-2.1	0.8	9	-6	0	5	-4
COc1ccc2c(c1OC)CN1CCc3cc4c(cc3C1C2)OCO4 (stereo not given)	0.0	-8	1.3	x	19	16	1	8	3
CCN(CC(=O)Nc1ccccc1OC)C(=O)c1ccc(NC(=O)c2cccs2)cc1	-2.1	1	0.1	-3.8	1	3	5	1	-1
CC(C)(C)c1cc(CN(CCO)CCO)cc(C(C)(C)C)c1O	-4.2	10	0.4	-3.7	-7	1	6	-7	0
C=CCSC1=Nc2cc(OC)c(OC)cc2C2=NC(=O)CN12	x	6	2.9	-0.7	5	1	x	14	7
CCCN(CC1CC1)c1nc(C)nc(Nc2c(Cl)cc(Cl)cc2Cl)c1Cl	-1.6	2	-0.4	-1.8	-8	-13	0	1	2
CCOC(=O)C1CCN(C(=O)CCCCn2c(=O)[nH]c3ccccc3c2=O)CC1	-2.4	-2	-0.7	-1.3	4	1	-1	5	2
Cc1cccnc1NC(=O)Cn1nc(-c2ccccc2)oc1=S	3.8	4	x	0.1	8	-9	4	7	1
O=S(=O)(c1ccc2c(c1)OCCO2)N1CCC(n2nnc3cc(C(F)(F)F)ccc32)CC1	-2.7	1	1.2	-19	16	-15	-10	-8	-6
O=C(COC(=O)c1ccc(Cl)cc1Cl)Nc1cccc(S(=O)(=O)NC2=NCCC2)c1	2.2	2	-0.2	x	-3	2	-2	2	-3
CCOC(=O)C1=C(C)NC(C)=C(C(=O)OCC)C1C(=O)OCC(=O)NC1(C#N)CCCCC1	-0.7	4	0.7	-1.4	14	x	-7	4	8
FC(F)(F)C1=CC(c2ccc(Cl)cc2)=NCCN1	-0.6	4	14	-1.6	28	-4	0	2	0
CC(C)c1ccc(S(=O)(=O)/N=C2/C=C(Sc3ncn[nH]3)C(=O)c3ccccc32)cc1	6.1	x	x	4.9	13	-3	-181	-3	-4
COc1ccc(-c2nc3c(Cl)cc(C(F)(F)F)cn3c2Cc2cccc(F)c2)cc1OC	x	0	3.0	-1.1	x	4	x	x	9
COc1ccc(/C=C/C(=O)c2ccc[nH]2)cc1OC	-1.8	-11	-1.5	-1.2	24	0	-4	2	0
Cc1ccnc(NS(=O)(=O)c2ccc(NC(=O)c3cncc(Br)c3)cc2)n1	0.3	-3	x	0.8	1	-13	-2	6	-2
CCC(C)(C)c1ccc(OC(=O)c2cccnc2Cl)cc1	-2.8	10	6.2	-5.4	-9	1	5	-7	-2
O=C(COC(=O)[C@@H]1CC(O)CN1S(=O)(=O)c1ccc([N+](=O)[O-])cc1)NC12CC3CC(CC(C3)C1)C2 (stereo not given in full)	2.5	-8	2.6	-3.1	1	-4	12	-2	-1
CCOCCCNC(=O)C(NC(=O)CNC(=O)c1ccccc1)c1ccc(C)cc1 (stereo not given)	-0.6	-7	-1.9	2.1	10	-6	-5	0	-3
COC(=O)CSc1nc2cc(OC)ccc2n1C	1.3	4	-3.0	0.4	15	4	-8	1	-2
COc1ccc([C@@H]2CC(=O)c3c(O)cc(O[C@@H]4OC(CO[C@@H]5OC(C)[C@H](O)[C@@H](O)[C@H]5O)[C@@H](O)[C@H](O)[C@H]4O)cc3O2)cc1O (stereo not given in full)	x	1	-2.6	0.8	-2	2	-5	12	3
CC1CCN(c2ccc(C(=O)Nc3ccc4c(c3)OCO4)cc2[N+](=O)[O-])CC1	-1.1	74*	x	-1.6	2	-4	2	3	-3
O=C(Nc1ccccc1)Nc1cccc(NC(=O)Nc2ccccc2)c1F	4.4	-2	-1.8	-1.6	16	-15	-27	-14	0
O=C(CSc1nnc(NC(=O)C2CC2)s1)NCc1ccc(F)cc1	0.5	5	-1.1	-1.0	8	3	-6	-1	1

Reprinted at random: four compounds from above, in no set order.
SMILES	Mtb UGM inh	PrPC TRFRET	Mtb BioA inh	FadD28 binding	GDH-TPI inh	BoNT-F LC inh	Rv3671c inh	MazEF act	Mtb FBA inh
CCOCCCNC(=O)C(NC(=O)CNC(=O)c1ccccc1)c1ccc(C)cc1 (stereo not given)	-0.6	-7	-1.9	2.1	10	-6	-5	0	-3
COC(=O)CSc1nc2cc(OC)ccc2n1C	1.3	4	-3.0	0.4	15	4	-8	1	-2
O=C(COC(=O)[C@@H]1CC(O)CN1S(=O)(=O)c1ccc([N+](=O)[O-])cc1)NC12CC3CC(CC(C3)C1)C2 (stereo not given in full)	2.5	-8	2.6	-3.1	1	-4	12	-2	-1
COc1ccc(/C=C/C(=O)c2ccc[nH]2)cc1OC	-1.8	-11	-1.5	-1.2	24	0	-4	2	0

Further compounds:
SMILES	Mtb UGM inh	PrPC TRFRET	Mtb BioA inh	FadD28 binding	GDH-TPI inh	BoNT-F LC inh	Rv3671c inh	MazEF act	Mtb FBA inh
COc1ccc(-c2sc3cc(OC)ccc3c2-c2ccc(OCCN3CCOCC3)cc2)cc1	x	3	-1.2	-2.1	12	-3	x	18	11
CCn1c(CNC(=O)Cc2ccc(OC)cc2)nnc1SCCOc1ccccc1	-3.4	3	1.2	-4.4	-10	-1	2	-5	1
CC1CCCC(NC(=O)C2CCN(S(=O)(=O)N3CCCCC3)CC2)C1C (stereo not given)	-0.2	4	x	-0.1	1	-4	-1	-2	-1
COc1cc2nc(NC(=O)c3ccccc3)[nH]c(=O)c2cc1OC	-0.1	-8	-2.7	-1.8	15	-10	-4	-1	-2
O=[N+]([O-])c1ccc(N2CCN(c3ccccc3O)CC2)c(Cl)c1	2.0	-9	x	-1.5	17	-3	-5	4	0
CCC(C(=O)NCc1ccco1)N(C(=O)CNS(=O)(=O)c1ccc(C)cc1)c1ccccc1F (stereo not given)	2.5	5	-1.0	-3.7	11	-6	1	6	2
S=C(NCc1ccc2c(c1)OCO2)NCc1ccco1	0.5	-10	x	-2.3	2	-2	2	9	-2
Cc1ccc(S(=O)(=O)N2CCN(CC(=O)Nc3ccccc3Cl)CC2)cc1	x	-4	-2.5	0.0	5	1	4	-1	3
CN1CCN(C(=O)c2cc3c(c(-c4cccc(-c5cc6ccccc6o5)c4)n2)[C@@H](CCO)N(S(=O)C(C)(C)C)C3)CC1 (stereo not given in full)	x	-6	-0.6	-3.1	x	-4	x	x	2
Cc1cc(C(=O)CN2C(=O)NC3(CCCc4ccccc43)C2=O)c(C)n1Cc1ccccc1 (stereo not given)	-2.3	2	x	-5.9	-12	-8	-19	-2	1
CC1CCC2C(=O)N(c3ccc(NC4CCCCC4)c([N+](=O)[O-])c3)C(=O)C2C1 (stereo not given)	-0.5	-15	x	-3.0	-1	-9	19	-4	-2
CCn1cc(C(=O)N(C)Cc2ccc(OC(F)F)cc2)c(=O)c2ccc(C)nc21	0.7	4	0.8	-5.4	11	16	-6	-2	-4
O=C(NNC(=O)c1ccc2ccccc2c1)c1cccc(Cl)c1	x	-6	-1.6	0.2	4	-3	x	-21	6
CCOC(=O)c1nnn(-c2nonc2-n2cccc2)c1CN1CCOCC1	-1.1	-3	-2.8	-0.2	15	0	0	-15	-1
c1ccc2c(C3OCC4(CCCCC4)CO3)cccc2c1	x	-4	-1.4	-0.1	12	2	x	2	3
COC(=O)c1ccc(COC(=O)c2ccccc2OC)cc1	-0.6	5	x	-0.3	9	-6	-8	-10	0
Cc1cc(C)n(-c2cc(N3CCN(C(=O)c4cccc(F)c4)CC3)ccc2[N+](=O)[O-])n1	-1.6	-13	8.5	-4.5	10	-6	-1	18	-3
Cc1ccc(S(=O)(=O)Nc2cc(C(=O)N3CCC4(CC3)OCCO4)ccc2N2CCCCC2)cc1	4.7	6	0.5	-3.8	-4	-3	-6	-9	2
CCN(CC)c1ccc(/C=N/NC(=O)CNC(=O)c2cccs2)cc1	2.2	2	2.7	-0.3	31*	-3	0	10	21
Cc1ccc(-n2ncc3ccccc3c2=O)cc1Cl	-0.8	-21	x	-0.7	0	-4	2	1	2
CCOC(=O)c1sc(NC(=O)COC(=O)Cn2cnc3ccccc32)c(C(=O)OCC)c1C	-2.2	-3	-4.0	-1.4	2	-4	2	-11	4
N#Cc1c(-c2ccco2)cc(C2CC2)nc1SCC(=O)c1ccccc1	-0.5	17	x	-1.1	17	1	6	-13	4
Cc1cc(NC(=O)Nc2cccc([N+](=O)[O-])c2)no1	4.8	-23	x	-1.6	-1	-1	2	12	1
CC1(C)CNC(=O)c2sc(NC(=O)CN3CCOCC3)nc2C1	2.8	1	-1.8	-3.3	-9	9	1	3	-2
Cc1cc(C(=O)NNC(=S)NCc2ccccc2)no1	x	-1	-0.1	0.4	4	0	x	1	0
O=C(COC(=O)c1ccccn1)Nc1nc(-c2ccccc2)cs1	0.8	5	0.1	0.5	-3	-2	-10	1	1
Cc1ccccc1-c1nnc(CS(=O)(=O)c2ccccc2)o1	-2.1	-2	-1.2	-2.3	0	3	-2	-1	-5
Cc1ccc(C)c(S(=O)(=O)N2CCN(C(=O)CSc3ccccc3F)CC2)c1	0.0	1	-2.0	-4.9	-5	-1	-4	5	0
Cc1cc(OCC(=O)Nc2cccc(S(=O)(=O)N3CCCC3)c2)ccc1Cl	x	12	-1.5	-1.1	1	x	x	-10	2
COCCOC(=O)C1=C(C)NC(=O)NC1c1cccs1 (stereo not given)	-1.7	0	-1.0	-0.4	6	1	4	-1	0
CCCCCCN1CC(O)=C(c2nc3ccccc3[nH]2)C1=N	-0.3	3	0.2	-0.5	16	-12	-10	-4	3
CC(C)C(c1nnnn1C(C)(C)C)N1CCN(c2cccc(Cl)c2)CC1 (stereo not given)	3.3	-2	1.0	-0.3	-3	u	-13	-2	10
CCCc1c(C(=O)OCC)[nH]c2c1C(=O)CCC2	2.5	2	0.6	-1.5	13	-7	-4	4	1
CC(CNC(=O)C1CCCCC1)NC(=O)C1CCCCC1 (stereo not given)	-0.1	-7	x	-0.2	2	7	11	-3	4

Compound activity deposited in PubChem BioAssay by several laboratories.

Rows are unselected; any-hit rate near 4.8%.
